TNAP inh pNP = human TNAP inhibition, p-nitrophenol detection. 21,000 tested, under 10 active. inhibition, % at 20 µM. AID 615. purified TNAP, pNPP hydrolysis, absorbance 405 nm. P05186;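 also: 0% = DMSO only wells and 100% = 1 mM levamisole wells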
Target sequence (P05186 whole entry, looked up): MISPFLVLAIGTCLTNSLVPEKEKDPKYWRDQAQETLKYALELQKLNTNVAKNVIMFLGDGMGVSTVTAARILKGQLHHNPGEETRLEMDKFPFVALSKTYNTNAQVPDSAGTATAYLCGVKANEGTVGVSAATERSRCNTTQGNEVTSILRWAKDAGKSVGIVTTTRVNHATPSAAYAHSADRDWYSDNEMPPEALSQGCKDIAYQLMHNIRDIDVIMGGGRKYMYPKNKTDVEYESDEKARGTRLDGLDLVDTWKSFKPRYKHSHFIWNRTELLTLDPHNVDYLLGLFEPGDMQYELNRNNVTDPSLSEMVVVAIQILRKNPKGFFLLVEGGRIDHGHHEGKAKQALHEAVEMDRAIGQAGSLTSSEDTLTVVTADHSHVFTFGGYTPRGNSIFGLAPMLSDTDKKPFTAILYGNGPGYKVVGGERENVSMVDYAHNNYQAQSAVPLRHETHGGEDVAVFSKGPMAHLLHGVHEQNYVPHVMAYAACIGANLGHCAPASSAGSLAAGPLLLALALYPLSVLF
TNAP Pi inh = inhibitors of human tissue-nonspecific alkaline phosphatase; P05186; purified TNAP, pNPP, malachite green phosphate absorbance; inhibition, % at 20 µM; 21,000 tested, under 10 active; AID 614
Starred values were filed as active, the others as inactive.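 The calls were made as follows: active = inhibition above 50% at the 20 µM single-dose screen; inactive = the rest.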 Not all compounds are listed. The share of hits here may be higher or lower than overall.

| compound | TNAP inh pNP | TNAP Pi inh |
| --- | --- | --- |
| CC(C)CC(NC(=O)OC(C)(C)C)C(=O)NCc1ccccc1 (configuration not stated) | 6 | 11 |
| O=C(NCCC1=CCCCC1)C1CCCN(S(=O)(=O)c2ccccc2)C1 (configuration not stated) | -2 | 2 |
| c1ccc2c(c1)NC1(CCCCC1)n1c-2nc2ccccc21 | 6 | 11 |
| CCCCCCOc1ccc(N2C(=O)CC(N3CCN(C(=O)c4ccco4)CC3)C2=O)cc1 (configuration not stated) | 0 | 0 |
| CCCCCc1nnc(NC(=O)OCCC)s1 | 4 | -4 |
| Cc1nnc(SCC(=O)Nc2sccc2C(N)=O)n1Cc1ccccc1 | 4 | 17 |
| Cc1ccc(C(=O)CSc2nc3ccccc3c(=O)n2N)o1 | 0 | 6 |
| CCC1S/C(=C(\C#N)C(=O)NCc2ccco2)N(c2ccc(Br)cc2)C1=O (configuration not stated) | 2 | 0 |
| CCCn1nnc(NC(=O)c2cc3ccccc3o2)n1 | 4 | 11 |
| CCCCc1nc(N2CCOCC2)c(C#N)c2c1CCCC2 | 6 | 11 |
| CC(C)C1=C2OC(N)=C(C#N)C(C#N)=C2C(C)CC1 (configuration not stated) | 3 | 7 |
| CCC(=O)Nc1cc(C)c(NC(=O)CCc2ccccc2)cn1 | 0 | 0 |
| CCN(C(=O)CN1CCCc2ccccc21)c1c(N)n(Cc2ccccc2)c(=O)[nH]c1=O | 6 | 11 |
| N=c1c(C(=O)NCc2ccccc2)cc2c(=O)n3ccccc3nc2n1CCCN1CCOCC1 | -12 | -29 |
| CCOC(=O)C(CC(=O)O)N1CCCCC1 (configuration not stated) | -3 | 0 |
| CCCn1c(=NC(C)=O)c(C(=O)OCC)cc2c(=O)n3ccccc3nc21 | 0 | 0 |
| O=C(Nc1cccc(O)c1)c1cccc(S(=O)(=O)N2CCCC2)c1 | 2 | 5 |
| CC1Cc2ccccc2N1C(=O)Cn1nc(C(=O)O)c2ccccc2c1=O (configuration not stated) | 0 | 9 |
| CC(C)NCC(O)Cn1c2c(c3ccccc31)CCc1c-2cnn1-c1ccccc1 (configuration not stated) | 0 | 5 |
| COc1ccc(C(=O)NCc2ccccc2OC)c(OC)c1 | 0 | 6 |
| COc1ccccc1-n1cnnc1SCC(=O)c1cc(C)n(Cc2cccs2)c1C | 1 | 10 |
| CCN(Cc1cc2cc(C)ccc2[nH]c1=O)S(=O)(=O)c1ccccc1 | 6 | -18 |
| Cc1cc(C)c(O)c(-c2cc(C(=O)Nc3ccc(S(=O)(=O)N4CCOCC4)cc3)[nH]n2)c1 | 4 | -1 |
| COc1ccc(Cc2nnc(SCc3nc4ccccc4c(=O)[nH]3)n2C)cc1 | -2 | 14 |
| Nc1ncnc2nc(SCC(=O)N3CCN(c4ccccc4)CC3)[nH]c12 | 5 | 10 |
| CC1(C)Cc2c(C#N)c(N)sc(=S)c2CS1 | 9 | -2 |
| COc1ccc(-c2cc(C(F)(F)F)n3nc(C(=O)O)nc3n2)cc1 | 0 | 11 |
| O=C(Cn1c(=O)oc2ccccc21)c1ccccc1 | 0 | 0 |
| CN(C)CCNC(=O)c1coc(=O)c(Br)c1 | 1 | 2 |
| O=C(Cc1cccs1)Nn1c(Cc2cccs2)nc2ccccc2c1=O | 6 | 10 |

Profiles, looked up by structure:
Listed for CC1(C)Cc2c(C#N)c(N)sc(=S)c2CS1 → TNAP inh pNP: 9; TNAP Pi inh: -2
Listed for CC(C)C1=C2OC(N)=C(C#N)C(C#N)=C2C(C)CC1 (configuration not stated) → TNAP inh pNP: 3; TNAP Pi inh: 7

A second format for some results above:
TNAP inh pNP | TNAP Pi inh | SMILES
0 | 9 | CC1Cc2ccccc2N1C(=O)Cn1nc(C(=O)O)c2ccccc2c1=O (configuration not stated)
0 | 5 | CC(C)NCC(O)Cn1c2c(c3ccccc31)CCc1c-2cnn1-c1ccccc1 (configuration not stated)
0 | 6 | COc1ccc(C(=O)NCc2ccccc2OC)c(OC)c1
1 | 10 | COc1ccccc1-n1cnnc1SCC(=O)c1cc(C)n(Cc2cccs2)c1C
6 | -18 | CCN(Cc1cc2cc(C)ccc2[nH]c1=O)S(=O)(=O)c1ccccc1

(list continues)
| compound | TNAP inh pNP | TNAP Pi inh |
| --- | --- | --- |
| COc1ccc(CN2CCN(C)CC2)cc1OCc1ccccc1 | 3 | -2 |
| O=C(COC(=O)c1ccc(Br)o1)NCCCc1ccccc1 | -13 | -2 |
| Cc1ccc(C)c2[nH]c(=O)c(C(c3nnnn3Cc3ccco3)N3CCc4ccccc4C3)cc12 (configuration not stated) | -3 | 8 |
| c1ccc(N2CCN(c3ncnc4c3oc3ccccc34)CC2)cc1 | 0 | 4 |
| Cc1ccc2c(c1)cc(CN(Cc1ccco1)C(=O)COc1ccccc1)c1nnnn12 | -6 | 5 |
| Cn1c(=O)c2c(nc(Br)n2C)n(C)c1=O | -1 | 9 |
| CCn1c(SCC(=O)NCCOC)nc2sc3c(c2c1=O)CCCC3 | -1 | -14 |
| Cc1ccc(C(C)C)c(OCCNS(C)(=O)=O)c1 | 2 | 4 |
| Cc1ccc(NC(=O)C2CCCN2S(=O)(=O)c2ccc(F)cc2)c(C)c1 (configuration not stated) | 4 | 8 |
| CCC(Oc1ccccc1)C(=O)Nc1nc2ccccc2[nH]1 (configuration not stated) | -2 | 6 |
| O=C(Nc1cccc2c1CCCC2)C1CCN(C(=O)NC2CCCCC2)CC1 | 6 | 15 |
| CN1CCN(S(=O)(=O)c2ccc(Br)s2)CC1 | 1 | 6 |
| O=C1CC(c2ccco2)CC(O)=C1C=NCCN1CCN(C2CC(=O)N(c3ccccc3)C2=O)CC1 (configuration not stated) | 2 | 7 |
| CC12C(=O)N(n3cnnc3)C(=O)C1C1C=CC2C1 (configuration not stated) | 1 | -18 |
| CCCn1c(SCCN2C(=O)c3ccccc3C2=O)n[nH]c1=O | 0 | 0 |
| C=C(C)C1Cc2c(C)nn(-c3nc(C)cc(C)n3)c2C1 (configuration not stated) | 0 | 0 |
| O=C(c1cccc(C(=O)N2CCN(Cc3ccccc3)CC2)c1)N1CCN(Cc2ccccc2)CC1 | 0 | 0 |
| c1ccc(-c2oc3ncnc(NCCCN4CCOCC4)c3c2-c2ccccc2)cc1 | 4 | 10 |
| O=C(CCc1nc(-c2ccccc2F)no1)NC1CCCCC1 | 2 | 8 |
| CCCC(=O)N1CCN(c2nc(CC(C)C)c3c(c2C#N)CCC3)CC1 | 4 | 10 |
| COc1ccc(N2CCN(C(=O)C34CCC(C)(C(=O)C3)C4(C)C)CC2)cc1 (configuration not stated) | 5 | 13 |
| O=C(CN1C(=O)c2ccccc2C1=O)NCc1ccncc1 | 2 | 6 |
| Cc1nn(-c2ccccc2)c2nc(=O)n(-c3ccccc3)cc12 | 10 | 5 |
| O=C(C1CCCN1S(=O)(=O)c1ccc(Cl)cc1)N1CCOCC1 (configuration not stated) | 2 | 13 |
| CCOc1ccc(N2CC(C(=O)Oc3ccccc3)CC2=O)cc1 (configuration not stated) | 5 | 4 |
| Cc1ccc(NC(=O)c2cnn(-c3ccccc3)c2NC(=O)c2ccco2)cc1 | 3 | 8 |
| COC(=O)CSc1nnc(-c2ccc(S(=O)(=O)N3CCCCC3)cc2)o1 | 2 | 9 |
| COc1ccccc1NC(=O)C1C2C=CC(O2)C1C(=O)O (configuration not stated) | 8 | -2 |
| Cc1sc2nc(SCC(=O)NCc3cccs3)[nH]c(=O)c2c1C | 6 | 12 |
| CNC(=O)OCc1cccc(COC(=O)NC)n1 | 5 | -9 |

Continued:
| compound | TNAP inh pNP | TNAP Pi inh |
| --- | --- | --- |
| CCOC(=O)N1CCN(C(=O)c2ccc(C)c(S(=O)(=O)Nc3ccccc3)c2)CC1 | 0 | 0 |
| Cc1ccc(NS(=O)(=O)c2ccc(CCC(=O)O)cc2)cc1 | -1 | 5 |
| CCc1nnc(NC(=O)CCN2C(=O)c3ccccc3C2=O)s1 | 2 | 7 |
| C=CCN=C1SC(C)C(=O)N1S(=O)(=O)c1ccccc1 (configuration not stated) | 3 | 11 |
| O=C(Nc1ccccc1N1CCCCC1)c1ccc2nccnc2c1 | 3 | 7 |
| O=c1[nH]c(CSc2nnc(COc3ccccc3)n2-c2ccccc2)nc2ccccc12 | 9 | 13 |
| CCCc1cc(C(=O)OC)c(NC(=O)OCC)s1 | 8 | 14 |
| O=C(Nc1ccon1)c1ccc(Cl)s1 | 7 | 8 |
| COc1cc(C2C(C#N)=C(N)Oc3cc(N(C)C)ccc32)cc2c1OCO2 (configuration not stated) | -11 | -4 |
| Cc1[nH]c2ccccc2c1C(=O)CN1CCSCC1 | -12 | -1 |
| COCCNS(=O)(=O)c1cc(OC)c(Cl)cc1Cl | 0 | 0 |
| CCOC(=O)C1=C(C)NC(C)=C(C(=O)OCC)C1c1ccccn1 | -11 | -3 |
| CCOC(=O)COn1c(=O)c(=O)n(O)c2ccccc21 | -1 | 4 |
| CC1(C)Oc2ccc(NC(=O)C3COc4ccccc4O3)cc2O1 (configuration not stated) | -6 | 0 |
| Cc1cc2oc(=O)cc(COC(=O)Cn3cnnn3)c2cc1C(C)C | 1 | -11 |
| CCS(=O)(=O)N1CCN(C2CCC(c3ccccc3)CC2)CC1 (configuration not stated) | 5 | 13 |
| Clc1ccccc1CN1CCc2sccc2C1 | 2 | 6 |
| Cc1ccccc1OCC(=O)N(Cc1nc(-c2ccccc2)no1)C(C)C | 5 | 8 |
| OCCc1ccc(-c2ccc(Cl)cc2)o1 | 6 | 8 |
| COc1cccc(C(C(=O)NC(C)(C)C)N(C(=O)CCC(=O)Nc2cc(C)on2)C(C)C)c1OC (configuration not stated) | -8 | -2 |
| COc1cc(NS(=O)(=O)c2cc(C)ccc2OC)c(OC)cc1Cl | 4 | 11 |
| Cc1cc(C)c(C#N)c(SCC(=O)c2cccs2)n1 | -2 | 11 |
| CCOC(=O)c1cnn(-c2cc(C)nc3c(-c4ccccc4)cnn23)c1N | 5 | -6 |
| CCOc1ccc2[nH]cc(C(=O)O)c(=O)c2c1 | 4 | 9 |
| Cn1c(-c2cccc(Br)c2)cnc1NCc1cccnc1 | 8 | 11 |
| Cc1ccc(S(=O)(=O)NC(C)(C)CSc2nnc(N)s2)cc1 | 0 | 0 |
| CC(C)CC(=O)Nc1ccccc1N1CCOCC1 | -12 | -3 |
| COC(=O)c1ccc(Cn2cc(Cl)cn2)cc1 | 9 | 12 |
| O=C(CCN1CCc2ccccc2C1)Nc1ccccc1 | 4 | 11 |
| Cc1ccc2cc(C(c3nnnn3C3CCCC3)N(Cc3cccnc3)Cc3ccco3)c(=O)[nH]c2c1 (configuration not stated) | 6 | -8 |

SMILES: Cn1ncc(N=Cc2ccccc2O)c1C(=O)N1CCOCC1
- TNAP inh pNP: 0
- TNAP Pi inh: 0
SMILES: O=C(Nc1ccccc1)c1ccccc1OCC(O)CN1C(=O)c2ccccc2S1(=O)=O (configuration not stated)
- TNAP inh pNP: 3
- TNAP Pi inh: 4
SMILES: Cc1ccc(S(=O)(=O)N2CCOCC2)cc1C(=O)NCc1ccc(F)cc1
- TNAP inh pNP: 0
- TNAP Pi inh: 16
SMILES: CC(=O)Nc1ccc(NC(=O)CN2CCCC(C)C2)c(Cl)c1 (configuration not stated)
- TNAP inh pNP: 6
- TNAP Pi inh: 12
SMILES: O=C(O)C(Cc1ccccc1)n1cnnn1 (configuration not stated)
- TNAP inh pNP: 3
- TNAP Pi inh: 14
SMILES: CCCc1nc2ccccc2c(C(=O)OCc2nnc(-c3cc(OC)c(OC)c(OC)c3)o2)c1CC
- TNAP inh pNP: 1
- TNAP Pi inh: 6
SMILES: CCCC(C)C(=O)Nc1ccc(Cl)cn1 (configuration not stated)
- TNAP inh pNP: 0
- TNAP Pi inh: 0
SMILES: O=C(CSc1ncn[nH]1)c1ccc2c(c1)OCCO2
- TNAP inh pNP: 1
- TNAP Pi inh: 6
SMILES: Cc1ccc(OCC(=O)n2cnnc2N)c(C)c1
- TNAP inh pNP: 1
- TNAP Pi inh: 6
SMILES: CC(O)c1cccc(NC2=CC(=O)CC(C)(C)C2)c1 (configuration not stated)
- TNAP inh pNP: -11
- TNAP Pi inh: -7
SMILES: COc1ccc(-c2nc3ccccc3c(=O)n2CCCN2CCOCC2)cc1
- TNAP inh pNP: 1
- TNAP Pi inh: 10
SMILES: COc1cc(NC(=O)c2ccco2)c(OC)cc1NC(=O)CCC(=O)Nc1cc(C)ccc1C
- TNAP inh pNP: 0
- TNAP Pi inh: 0
SMILES: N#Cc1nc(COc2ccc(F)cc2)oc1N1CCN(Cc2ccccc2)CC1
- TNAP inh pNP: -8
- TNAP Pi inh: 8
SMILES: CCOC(=O)C1CC=C(Cl)CC1C(=O)Nc1nccs1 (configuration not stated)
- TNAP inh pNP: 5
- TNAP Pi inh: 12
SMILES: COc1ccc2[nH]c(=O)c(CN(Cc3ccco3)Cc3nnnn3Cc3ccccc3)cc2c1
- TNAP inh pNP: 3
- TNAP Pi inh: 1

Looked up one by one from the list above (3):
SMILES: O=C(CSc1ncn[nH]1)c1ccc2c(c1)OCCO2
- TNAP inh pNP: 1
- TNAP Pi inh: 6
SMILES: CC(C)CC(=O)Nc1ccccc1N1CCOCC1
- TNAP inh pNP: -12
- TNAP Pi inh: -3
SMILES: O=C(Cc1cccs1)Nn1c(Cc2cccs2)nc2ccccc2c1=O
- TNAP inh pNP: 6
- TNAP Pi inh: 10

Next records.
SMILES: COC(=O)c1ccc(CSc2ncnc3sc(C)c(C)c23)o1
- TNAP inh pNP: 3
- TNAP Pi inh: 6
SMILES: O=S1(=O)c2cccc3cccc(c23)N1Cc1ccc(-c2nnco2)cc1
- TNAP inh pNP: 4
- TNAP Pi inh: 7
SMILES: c1ccc(Cn2nnc3cnccc32)cc1
- TNAP inh pNP: -8
- TNAP Pi inh: -4
SMILES: CCOC(=O)C1CCN(Cc2cn[nH]c2-c2ccc(C)cc2)CC1
- TNAP inh pNP: 4
- TNAP Pi inh: 9

3 compounds from above, arranged by the value under TNAP inh pNP, low to high.
structure,TNAP inh pNP,TNAP Pi inh
Cn1c(=O)c2c(nc(Br)n2C)n(C)c1=O,-1,9
Cc1cc2oc(=O)cc(COC(=O)Cn3cnnn3)c2cc1C(C)C,1,-11
COc1ccc2[nH]c(=O)c(CN(Cc3ccco3)Cc3nnnn3Cc3ccccc3)cc2c1,3,1
